# DRD3 antagonist = blocks the human D3 dopamine receptor. P35462. D3R cells, DiscoveRx beta-arrestin luminescence, antagonist mode; hits give low values. max response, negative = inhibition, %. hit rate 2.5% among 360,000; in the data active = max response below about -50%; inconclusive = no clear call, values can overlap the other calls; note: % is set by controls: 0 for no effect and ±100 for the full control effect; mostly tested at two doses, the higher about 12 µM
#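 Cells plated overnight at 1500 cells/well, then exposed to library compounds with dopamine controls for 90 minutes at 37 degrees C. DiscoveRx reagent added for 30–60 minutes at room temperature; luminescence read, quantitative HTS format.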
# D3 ag = activates the human D3 dopamine receptor; D3R DiscoveRx beta-arrestin cells, luminescence, 90 min; hit rate 0.58% among 410,000; P35462; AID 652048; max activation, %; in the data active = max activation above about 30%; note: 0% is about no effect; mostly tested at two doses, the higher about 12 µM
#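 Agonist mode: compounds and dopamine controls were applied to plated cells for 90 min at 37 degrees C after an overnight attachment at 1500 cells/well. Luminescent read-out followed 30 - 60 minutes at room temperature with DiscoveRx detection reagent.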
# aSyn rescue = alpha-synuclein toxicity inhibition in yeast; Yeast expressing alpha-synuclein, growth rescue, BacTiter-Glo, 24 h; Potency, µM (doses to about 46.1 µM), for the others: top-dose growth rescue (activation), most hits filed as activators; hit rate 0.14% among 370,000; note: potency is the fitted concentration of half-maximal effect; % of control where 0% means no effect; nearly all actives have a fitted effect of over 65% in size
#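 Galactose-induced alpha-syn yeast (OD600=0.02, raffinose-pregrown) + pinned cpd, 24 hr, 30 deg C; growth by BacTiter-Glo luminescence. Growth restoration scores as activation.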
# EPAC2 ag = EPAC2 (human) agonism; EPAC2 activation, biochemical qHTS; response scale: 100% = 6.5 mM cAMP response; Q8WZA2; hit rate 0.079% among 360,000; Potency, µM (titrated, usually from 154 µM), for inactives: at the highest dose activation, actives largely listed as activators; note: potency is the fitted concentration of half-maximal effect; nearly all actives have a fitted effect of over 50% in size
# Target sequence (Q8WZA2 whole entry, looked up): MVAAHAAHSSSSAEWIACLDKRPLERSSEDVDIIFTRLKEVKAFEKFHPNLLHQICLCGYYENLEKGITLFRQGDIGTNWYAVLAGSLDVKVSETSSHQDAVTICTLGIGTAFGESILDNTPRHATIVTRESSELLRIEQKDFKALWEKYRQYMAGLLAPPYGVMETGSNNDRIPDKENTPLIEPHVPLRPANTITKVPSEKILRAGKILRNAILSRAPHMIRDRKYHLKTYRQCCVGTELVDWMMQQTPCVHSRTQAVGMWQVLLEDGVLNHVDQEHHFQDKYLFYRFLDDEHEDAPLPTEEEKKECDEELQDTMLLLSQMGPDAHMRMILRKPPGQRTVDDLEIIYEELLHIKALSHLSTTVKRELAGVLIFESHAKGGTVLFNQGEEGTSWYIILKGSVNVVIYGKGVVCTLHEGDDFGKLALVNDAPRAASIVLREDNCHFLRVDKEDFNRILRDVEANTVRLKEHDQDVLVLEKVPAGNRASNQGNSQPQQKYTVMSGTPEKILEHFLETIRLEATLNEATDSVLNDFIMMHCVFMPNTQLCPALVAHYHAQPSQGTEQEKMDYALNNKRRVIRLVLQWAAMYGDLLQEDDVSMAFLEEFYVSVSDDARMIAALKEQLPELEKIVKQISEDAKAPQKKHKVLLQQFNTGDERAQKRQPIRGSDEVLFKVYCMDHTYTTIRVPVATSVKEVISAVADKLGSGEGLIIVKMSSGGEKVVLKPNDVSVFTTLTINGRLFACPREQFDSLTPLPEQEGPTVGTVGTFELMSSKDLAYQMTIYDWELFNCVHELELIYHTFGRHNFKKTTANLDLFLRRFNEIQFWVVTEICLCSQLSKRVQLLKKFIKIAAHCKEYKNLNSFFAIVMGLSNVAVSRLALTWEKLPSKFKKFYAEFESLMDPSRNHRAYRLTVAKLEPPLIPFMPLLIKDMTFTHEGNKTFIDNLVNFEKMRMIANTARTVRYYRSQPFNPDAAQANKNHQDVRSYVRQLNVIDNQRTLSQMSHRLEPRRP
#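 Setup: EPAC2 100 nM, labeled Rap1B complex 250 nM, free GDP 50 uM. Compound titrations pinned in, brief spin, 5 min room temperature incubation. Kinetic fluorescence read over 30 min, normalized to 6.5 mM cAMP.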
# EPAC2 antagonist = EPAC2 (human) antagonism. Q8WZA2. hit rate 0.18% among 360,000. Potency, µM (top dose mostly 114 µM), inactives show at the highest dose activity, negative = inhibition, actives largely listed as inhibitors. EPAC2 GEF exchange of Rap1B-BODIPY-GDP, fluorescence; note: potency is the fitted concentration of half-maximal effect; % is set by controls: 0 for no effect and ±100 for the full control effect; nearly all actives have a fitted effect of over 45% in size; many of its hits are not listed in these tables
# Abeta yeast res = A-beta toxicity reversal in yeast; yeast expressing A-beta42, growth rescue, OD600, 48 h; response scale: 0% DMSO, 100% iron-clioquinol control; Potency, µM (series often up to 46.1 µM), for the others: at the top dose growth rescue, usual class: activators; hit rate 0.063% among 410,000; note: potency is the fitted concentration of half-maximal effect; nearly all actives have a fitted effect of over 55% in size
#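 Yeast A-beta toxicity model in growth medium with pinned compounds, 48 h at 30 C; growth read as absorbance at 600 nm. Normalized to FeCl3/clioquinol equimolar mix (positive) and DMSO (negative).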
# TDP-43 yeast inh = inhibitors of TDP-43 toxicity in yeast; TDP-43 expressing yeast growth rescue, BacTiter-Glo, 24 h; Potency, µM (doses to about 46.1 µM), inactives show at the top dose growth rescue (activation), actives largely listed as activators; hit rate 1.8% among 410,000; note: potency is the fitted concentration of half-maximal effect; % of control where 0% means no effect; nearly all actives have a fitted effect of over 50% in size
#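 Yeast expressing TDP-43 (pregrown in raffinose, seeded at OD600=0.02 in galactose medium) exposed to compounds 24 hr at 30 deg C. Growth read by BacTiter-Glo luminescence; rescue of toxicity appears as increased signal.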
# FUS yeast rescue = rescues growth of FUS-expressing yeast. Potency, µM (top dose mostly 76.6 µM), for inactives: at the highest dose growth rescue (activation), actives largely listed as activators. S. cerevisiae FUS-expressing, growth rescue, OD600, 24 h. hit rate 0.24% among 390,000;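 note: potency is the fitted concentration of half-maximal effect; plate controls were DMSO vehicle for no effect and reference control for full effect; nearly all actives have a fitted effect of over 55% in size; some results filed as inactive show a strong effect at the top dose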
#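 Quantitative HTS measuring growth restoration of FUS-toxic yeast. Galactose-induced cells (OD 0.005) were exposed 24hr at 30C to compounds at several concentrations, then absorbance at 600 nm was recorded.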
# * = called active by the depositor; ? = inconclusive; · = no result given; [ ] = remark or other dose. Unless noted, calls come from the whole dose curve; as a rule, active = well fitted curve in the direction sought with a large enough effect; inconclusive = small, poorly fitted or top-dose-only effect, or another doubt; inactive = no such curve, though single readings can be large; an effect the other way counts as inactive or inconclusive. Not all compounds are listed; the hit share may differ from the screen's.
(1) CCn1cc(C(=O)N[C@@H](CCSC)C(=O)NC(C)(C)CO)c(=O)c2cc3c(cc21)OCO3
(2) O=C(COc1ccccc1)Nc1nnc(-c2ccco2)o1
(3) CCCNS(=O)(=O)c1ccc(CCC(=O)Nc2ccc3c(c2)OCCO3)cc1
(4) Cc1cccc(CCN=C(N)NS(=O)(=O)c2ccccc2)c1
(5) Cc1ccc2c(c1)c1c(c(=O)n(-c3ccccc3C)c(=O)n1CC(=O)NCc1ccccc1)n2C
(6) CC(C)C(Sc1nc(-c2ccccc2)cc(-c2ccccc2)c1C#N)C(=O)O (stereo unspecified)
(7) CC(C)(C)c1ccc(OCCNC(=S)NC(=O)c2cccnc2)cc1
(8) Cc1ccc(-c2nc3cnccn3c2Nc2ccc3c(c2)OCO3)o1
(9) Cc1ccc(NC(=O)CCNC(=O)c2ccc([N+](=O)[O-])cc2)cc1C
(10) O=C(CSc1ncn[nH]1)Nc1ccc(S(=O)(=O)N2CCCC2)cc1

compound no.,1,2,3,4,5,6,7,8,9,10
DRD3 antagonist,0,-19,-6,0,·,5,-6,16,-20,0
D3 ag,0,3,1,4,0,0,-6,4,3,-6
aSyn rescue,-9%,2%,2%,-7%,·,-72%[inhibitor],-9%,?,-1%,2%
EPAC2 ag,7%,8%,13%,12%,·,-4%,13%,5%,11%,3%
EPAC2 antagonist,9%,-2%,6%,0%,·,-24%,-3%,-10%,-1%,-5%
Abeta yeast res,-1%,27%,16%,·,-6%,-30%,9%,3%,-8%,-3%
TDP-43 yeast inh,-12%,?,3%,2%,2%,-4%,-28%,?,-7%,6%
FUS yeast rescue,9%,6%,·,-6%,14%,35%,-10%,12%,11%,-3%

(11) O=C1OC(c2ccc(O)cc2)(c2ccccc2O)c2ccccc21 (stereo unspecified)
(12) CCOc1ccc(C(=O)Nc2nncs2)cc1OCC
(13) CCOc1cc2c(cc1O)C(=NO)CC1C2CCC2(C)C(O)CCC12 (stereo unspecified)
(14) C/C=C\C(=O)Nc1cccc(C2=NOC3(C2)C[C@@H](C(N)=O)N(C(=O)c2ccccc2)C3)c1 (stereo partly specified)
(15) Cc1ccsc1C(=O)N1CCCC(C(=O)c2cc(F)ccc2F)C1 (stereo unspecified)
(16) COc1ccc(CNC(=O)C(=O)NCC2CCCN2S(=O)(=O)c2cccs2)cc1 (stereo unspecified)
(17) COc1ccc(CCC(=O)NCC(c2ccco2)N2CCc3ccccc32)cc1 (stereo unspecified)
(18) CCc1nc(-c2cc(S(=O)(=O)N3CCN(c4ccc(F)cc4)CC3)ccc2OC)no1
(19) c1ccc(CC[C@@H]2CC[C@@H](CCc3ccccc3)N2)cc1
(20) Cc1c(C)c2cc(Cl)c(OCC(=O)NCCCN3CCCC3=O)cc2oc1=O

compound no.,11,12,13,14,15,16,17,18,19,20
DRD3 antagonist,-5,12,-18,-7,14,-20,-24,·,-88*,1
D3 ag,-8,3,8,-21,-12,-19,-23,6,-14,3
aSyn rescue,3%,-3%,17%,-7%,1%,-6%,0%,·,2%,5%
EPAC2 ag,18%,2%,-2%,12%,1%,5%,16%,·,3%,2%
EPAC2 antagonist,-18%,11%,-1%,-2%,9%,15%,-5%,·,7%,8%
Abeta yeast res,5%,-4%,4%,0%,-21%,-6%,-8%,-2%,4%,-4%
TDP-43 yeast inh,-22%,-9%,21%,-16%,23%,-14%,13%,18%[9.22 µM],20%,3%
FUS yeast rescue,·,10%,·,12%,-15%,12%,20%,-17%,-21%,11%

(21) CCOc1ccc(OCCC(=O)N(CC(C)C)c2c(N)n(Cc3ccccc3)c(=O)[nH]c2=O)cc1
(22) CCOC(=O)C(CCCCCOc1ccc([N+](=O)[O-])cc1)C(=O)OCC
(23) Cc1c(N)c(C(C)(C)C)cc(C(C)(C)C)c1[N+](=O)[O-]
(24) O=c1[nH]c2cc3c(cc2cc1CN(Cc1cccnc1)C(=S)NCc1ccco1)OCO3
(25) CN(C)CCN1CCN(C2CN(Cc3cn(Cc4ccc(C(F)(F)F)cc4)nn3)S(=O)(=O)C2)CC1 (stereo unspecified)
(26) Cc1cccc(C(=O)Nc2c(C(=O)NCc3ccc(Cl)cc3)sc3nc(C)cc(C)c23)c1
(27) COCCNC(=O)c1ccc(Cn2c(SCC(=O)NCC3CCCO3)nc3ccc(Br)cc3c2=O)cc1 (stereo unspecified)
(28) C[C@@]12C(=O)N(c3cccc(F)c3)C(=O)N1[C@H](c1ccc(F)cc1)[C@@H]1C(=O)N(C3CCCCC3)C(=O)[C@@H]12
(29) COCCNC(=O)[C@@]1(Cc2ccccc2)C=C[C@@H](C)N1C(C)=O
(30) CCN(C(=O)c1cc2c(s1)-c1ccccc1S(=O)(=O)C2)c1cc(OC)ccc1OC

compound no.,21,22,23,24,25,26,27,28,29,30
DRD3 antagonist,4,21,-22,7,?,·,-26,?,39,24
D3 ag,0,17,-4,3,-6,-6,-4,-26,0,-1
aSyn rescue,-5%,0%,-6%,-8%,-11%,·,-3%,?,2%,2%
EPAC2 ag,-14%,17%,-1%,12%,3%,·,-12%,10%,11%,1%
EPAC2 antagonist,-12%,-5%,-18%,2%,6%,·,4%,-14%,-3%,-26%
Abeta yeast res,-5%,3%,-4%,-19%,-2%,-11%,1%,4%,-3%,1%
TDP-43 yeast inh,1%,-8%,-21%,-14%,11%,-11%,7%,3%,5%,6%
FUS yeast rescue,11%,31%,·,12%,4%,5%,30%,?,-1%,-1%

(31) O=S(=O)(Cc1ccc(Cl)cc1Cl)c1ccc(Cl)cc1
(32) CCC(CC)c1nnc(NC(=O)c2ccc(N3CCCCC3)c([N+](=O)[O-])c2)s1
(33) Cc1cc(C)c(NC(=S)NC(=O)c2ccc(-c3ccccc3)cc2)c(C)c1
(34) O=C(c1ccc(NS(=O)(=O)c2cccc([N+](=O)[O-])c2)cc1)N1CCN(C(=O)c2ccco2)CC1
(35) Cc1cccc(N(CC(=O)N2CCCC2)S(=O)(=O)c2ccccc2)c1C
(36) O=C(NCCC1=CCCCC1)c1ccc2c(c1)N(Cc1ccccc1)C(=O)c1ccccc1S2(=O)=O
(37) COc1cc(/C=C2\S/C(=N/S(=O)(=O)c3ccccc3)NC2=O)c([N+](=O)[O-])cc1OC
(38) Cc1c2cnn(-c3ccccc3)c(=O)c2c(C)n1CCCC(=O)Nc1cc(F)ccc1F
(39) CCOCCCNC(=O)c1[nH]c2cc(C)ccc2c1Sc1ccc(Cl)cc1
(40) COc1ccc(S(=O)(=O)N2CCSCC2)cc1

compound no.,31,32,33,34,35,36,37,38,39,40
DRD3 antagonist,-13,-6,8,-6,41,·,-88*,·,·,-3
D3 ag,-23,2,-4,-10,-3,-16,-4,5,3,-1
aSyn rescue,6%,2%,-13%,-2%,-2%,·,3%,·,·,5%
EPAC2 ag,10%,-16%,4%,3%,1%,·,-7%,·,·,7%
EPAC2 antagonist,-24%,?,10%,-2%,-2%,·,-2%,·,·,-8%
Abeta yeast res,-13%,-22%,3%,-8%,1%,0%,-15%,-2%,2%,12%
TDP-43 yeast inh,-14%,-6%,7%,-1%,-11%,25%,-1%,0%,7%,26%
FUS yeast rescue,-8%,14%,-7%,23%,-4%,41%,45%,8%,-7%,-8%

# Quoted at random: five entries already listed, in no set order.
(33) Cc1cc(C)c(NC(=S)NC(=O)c2ccc(-c3ccccc3)cc2)c(C)c1
(32) CCC(CC)c1nnc(NC(=O)c2ccc(N3CCCCC3)c([N+](=O)[O-])c2)s1
(34) O=C(c1ccc(NS(=O)(=O)c2cccc([N+](=O)[O-])c2)cc1)N1CCN(C(=O)c2ccco2)CC1
(37) COc1cc(/C=C2\S/C(=N/S(=O)(=O)c3ccccc3)NC2=O)c([N+](=O)[O-])cc1OC
(35) Cc1cccc(N(CC(=O)N2CCCC2)S(=O)(=O)c2ccccc2)c1C

compound no.,33,32,34,37,35
DRD3 antagonist,8,-6,-6,-88*,41
D3 ag,-4,2,-10,-4,-3
aSyn rescue,-13%,2%,-2%,3%,-2%
EPAC2 ag,4%,-16%,3%,-7%,1%
EPAC2 antagonist,10%,?,-2%,-2%,-2%
Abeta yeast res,3%,-22%,-8%,-15%,1%
TDP-43 yeast inh,7%,-6%,-1%,-1%,-11%
FUS yeast rescue,-7%,14%,23%,45%,-4%

# New compounds follow
(41) CCN1CCCC1CNc1ncnc2c1[nH]c1ccc(Cl)cc12 (stereo unspecified)
(42) Cc1ccc(NC(=O)NC2OC(=O)c3ccccc32)cc1 (stereo unspecified)
(43) COC(/C(=N/O)c1ccc(Cl)cc1)c1ccccc1 (stereo unspecified)
(44) CC(C)(C)OC(=O)NCCCCCNC(=O)c1[nH]cnc1C(=O)Nc1cc(Br)ccc1F
(45) COC(=O)c1sc(NC(=O)c2c(C)noc2C)nc1C
(46) CCN(CCCNC(=O)c1[nH]c(C)c(C(C)=O)c1C)c1cccc(C)c1
(47) O=[N+]([O-])c1cccc(S(=O)(=O)NCCCN2CCOCC2)c1
(48) Cc1ccc(Cl)cc1N1CCN(C(=O)c2noc3c2CCCC3)CC1
(49) CCOCCc1c(O)nc(SCC)[nH]c1=O
(50) Cc1ccc(NC(=O)c2cccc(NC(=O)N3CCSc4ncccc43)c2)cc1Cl
(51) Cc1ccc(-c2onc(C)c2C)cc1S(=O)(=O)Nc1cccc(Cl)c1C
(52) Cc1ccc(NC(=O)C2CCN(c3nc(-c4ccc(C(C)C)cc4)no3)CC2)c(Cl)c1
(53) O=C(CNC(=O)c1ccc(Br)o1)NCc1ccc(F)cc1

compound no.,41,42,43,44,45,46,47,48,49,50,51,52,53
DRD3 antagonist,-28,7,-3,87,3,-5,4,·,23,·,·,·,-7
D3 ag,-8,6,-12,8,4,-3,3,-4,15,4,1,0,-26
aSyn rescue,4%,-5%,-64%[inhibitor],0%,-11%,-12%,-8%,·,8%,·,·,·,-2%
EPAC2 ag,-1%,10%,14%,-3%,5%,-4%,0%,·,7%,·,·,·,1%
EPAC2 antagonist,-8%,4%,?,-5%,3%,14%,8%,·,4%,·,·,·,14%
Abeta yeast res,?,-8%,-64%[inhibitor],5%,5%,-1%,-4%,-29%,-2%,-16%,-2%,14%,2%
TDP-43 yeast inh,4%,-14%,-65%[inhibitor],0%,?,-9%,7%,22µM*,1%,9%,22%,0%,-11%
FUS yeast rescue,21%,22%,18%,5%,15%,13%,·,42%,-7%,-3%,37%,-1%,-5%

# Screening data: PubChem BioAssay, National Center for Advancing Translational Sciences (NCATS)
